Screens from PubChem.
ANO1 activ: activates or potentiates the mouse TMEM16A chloride channel. HEK293 TMEM16A/YFP-H148Q/I152L, iodide quench fluorescence; hits give low values. AID 623877. hit rate 0.3% among 340,000. B-score at 10 µM;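 active means fluorescence-ratio B-score plate-corrected deviation score at least 3 library SD below zero, with starting fluorescence score within 5 deviations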;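 further: channel opened by trigger with iodide after compound preincubation; score built on the fluorescence ratio of max minus min over baseline; more negative score means more quench and so TMEM16A activation or potentiation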
KCNK3 block: human KCNK3 channel inhibition, primary screen. B-score at 10 µM. hit rate 0.84% among 340,000. CHO-KCNK3 thallium flux, FluxOR fluorescence; hits give low values. AID 602410. O14649;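 active means B-score under library mean minus 4 SD, starting fluorescence ratio at most library mean plus 5 SD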;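 further: more negative B-score means stronger inhibition of thallium flux through KCNK3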
Target sequence (O14649 whole entry, looked up): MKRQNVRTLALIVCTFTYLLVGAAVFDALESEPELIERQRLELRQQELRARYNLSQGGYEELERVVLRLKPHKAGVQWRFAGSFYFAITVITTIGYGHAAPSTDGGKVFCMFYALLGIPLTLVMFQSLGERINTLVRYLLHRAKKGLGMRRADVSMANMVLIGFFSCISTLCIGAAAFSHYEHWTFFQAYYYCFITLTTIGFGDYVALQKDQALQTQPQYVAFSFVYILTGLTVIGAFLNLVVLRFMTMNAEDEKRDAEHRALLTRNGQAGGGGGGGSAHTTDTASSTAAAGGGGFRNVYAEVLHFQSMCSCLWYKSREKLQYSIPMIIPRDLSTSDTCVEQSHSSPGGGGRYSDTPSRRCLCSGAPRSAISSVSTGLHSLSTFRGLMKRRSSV
* marks the source's active call; other numbers are inactive results; i = inactive; nt = no result given. An excerpt; the hit share may differ from the screen's.

1. COc1ccc(S(=O)(=O)N2Cc3cnnn3-c3ccccc3C2C#N)cc1 (configuration not stated)
2. N#CC1c2ccccc2-n2nncc2CN1C(=O)CCc1ccccc1 (configuration not stated)
3. CC1(O)CCN2C(=O)CCc3cccc1c32 (configuration not stated)
4. Cc1ccccc1CN1Cc2cnnn2-c2ccccc2C1C#N (configuration not stated)
5. CCCC[C@@H](C)C[C@@H](C)C(=O)N(C)[C@@H](CC(C)C)C(=O)N[C@H](C(=O)N(C)[C@H](C(=O)N1C[C@@H](O)C[C@H]1C(=O)N1C(=O)C=C[C@@H]1C)C(C)C)C(C)OC(C)=O (some centres not stated)
6. CCOC(=O)c1cc2c(cn1)[C@@H](CCO)NC2
7. Cc1ccccc1-c1ccc2n1Cc1cnnn1-c1ccccc1-2
8. CC1c2ccccc2-n2nncc2CN1C (configuration not stated)
screen / no.,1,2,3,4,5,6,7,8
ANO1 activ,nt,nt,nt,nt,nt,nt,nt,nt
KCNK3 block,i,i,i,i,i,i,i,i

9. CC1c2ccccc2-n2nncc2CN1CC1CCCCC1 (configuration not stated)
10. CN1Cc2cnnn2-c2ccccc2C1C#N (configuration not stated)
11. CC1(C(=O)O)CC12c1ccccc1-c1ccccc12 (configuration not stated)
12. COC(=O)C1=C(c2cccc(OCc3ccccc3)c2)C[C@@H]2CC[C@H]1N2C(=O)NCc1ccc(OC)cc1
13. CCN(CC(=O)Nc1ccc(C#N)c(Cl)c1)CC(=O)NC1CCS(=O)(=O)C1 (configuration not stated)
14. COC(=O)C1=C(c2cccc(OCc3ccccc3)c2)C[C@@H]2CC[C@H]1N2C(=O)NCc1ccccc1C(F)(F)F
15. COC(=O)C1=C(c2ccc(OC(F)(F)F)cc2)C[C@@H]2CC[C@H]1N2C(=O)NC1CCCCC1
16. COC1CCC(OC2CC(C3(C)CCC4(CC(O)C(C)C(C(C)/C=C(\C)C(=O)C(C)CC(C)C(=O)O)O4)O3)OC3(OC(C4OC(O)(CO)C(C)CC4C)CC3C)C2C)OC1C (configuration not stated)
screen / no.,9,10,11,12,13,14,15,16
ANO1 activ,nt,nt,i,i,i,i,i,-4.8*
KCNK3 block,i,i,i,i,i,i,i,i

17. COC(=O)C1=C(c2cccc(C#N)c2)C[C@@H]2CC[C@H]1N2C(=O)N1CCC(C)CC1
18. O=C(O)C1C(C(=O)O)C2(Cl)C(Cl)=C(Cl)C1(Cl)C2(Cl)Cl (configuration not stated)
19. Cc1ccccc1O
20. Clc1cccc(Cl)c1Cl
21. CCC1(c2ccccc2)C(=O)NC(=S)NC1=O
22. CC1=C(C)CC2(C(=O)NC(=S)NC2=O)C(C)C1 (configuration not stated)
23. C/C=C/CC#N
24. Cc1cccc(NC(=O)COC(=O)c2cc(C)n(C3CC3)c2C)c1
screen / no.,17,18,19,20,21,22,23,24
ANO1 activ,i,i,i,i,i,i,i,i
KCNK3 block,i,i,i,i,i,i,i,i

25. CSc1ccccc1NP1(=O)OCC(C)([N+](=O)[O-])CO1 (configuration not stated)
26. O=P(N1CCCCCC1)(N1CCCCCC1)N1CC1
27. CC(CC(C#N)(c1ccccc1)c1ccccc1)N(C)C (configuration not stated)
28. CC(C)OS(C)(=O)=O
29. COC(=O)C1=C(c2cccc(C#N)c2)C[C@@H]2CC[C@H]1N2C(=O)NC(C)C
30. O=C(NN=Cc1ccc(N(CCCl)CCCl)cc1)c1cccc([N+](=O)[O-])c1
31. COc1cc2c(c(OC)c1OC)-c1ccc(O)cc1C(NC(C)=O)CC2 (configuration not stated)
32. COC(=O)C1=C(c2ccc3ccccc3c2)C[C@@H]2CC[C@H]1N2C(=O)N1CCC(O)CC1
screen / no.,25,26,27,28,29,30,31,32
ANO1 activ,i,i,i,i,i,i,i,i
KCNK3 block,i,i,i,i,i,i,i,i

33. O=C(Cc1cccc(C(F)(F)F)c1)N1CCN(CC(=O)N2CCCC2)CC1
34. O=C(NN=Cc1ccc(N(CCCl)CCCl)cc1)c1cccnc1
35. CC(=O)OC1CCC2(C)C(=CC(=O)C3C2CCC2(C)C(OC(C)=O)CCC32)C1 (configuration not stated)
36. COC(=O)C1=C(c2ccc(OC)c(OC)c2)C[C@@H]2CC[C@H]1N2C(=O)N1CCOCC1
37. C[C@]12CCC3C(CC[C@H]4C[C@H](OC(=O)c5cccnc5)CC[C@]34C)C1CCC2=O (some centres not stated)
38. COC(=O)C1=C(c2cccc(OCc3ccccc3)c2)C[C@@H]2CC[C@H]1N2C(=O)NCc1cc(C)oc1C(F)(F)F
39. Cc1ccc2c(c1)C1C[N+](C)(CC(=O)c3ccc(Cl)cc3Cl)CCC1N2C(=O)c1ccc(F)cc1 (configuration not stated)
40. COC(=O)C1=C(c2c(C)noc2C)C[C@@H]2CC[C@H]1N2C(=O)NCc1ccc(F)cc1
screen / no.,33,34,35,36,37,38,39,40
ANO1 activ,i,i,i,i,i,i,i,i
KCNK3 block,i,i,i,i,i,i,i,i

41. COc1cc(CC(=O)N2C[C@H]3C[C@@H](C2)c2cccc(=O)n2C3)cc(OC)c1OC
42. COC(=O)C1=C(c2ccc(-c3ccccc3)c(F)c2)C[C@@H]2CC[C@H]1N2C(=O)NC1CCCCC1
43. COC(=O)C1C2CC[C@@H](CC1OC(=O)c1ccccc1)N2 (some centres not stated)
44. CCC1(CC)COP(=O)(OCC(Cl)CCl)OC1 (configuration not stated)
45. CCOP(=S)(OCC)N1CC1
46. COC(=O)C1=C(c2ccc(Cl)c(C(F)(F)F)c2)C[C@@H]2CC[C@H]1N2C(=O)NCCOc1ccc(OC)cc1
47. CC(C)Oc1cccnc1N(C)C1CCN(Cc2ccccc2)CC1
48. CC1=CC(=O)OC2CC3OC4C[C@@H](C)C5OC6CC7O[C@]8(C)C/C=C\C9OC%10CC%11OC(CC(C)C%12OCCO%12)CC(O)[C@]%11(C)OC%10CC9OC8C[C@]7(C)O[C@]6(C)CCC5OC4C[C@]3(C)OC12 (some centres not stated)
screen / no.,41,42,43,44,45,46,47,48
ANO1 activ,i,i,i,i,i,i,i,i
KCNK3 block,i,i,i,i,i,i,i,i

49. COC(=O)C1=C(c2ccc3ccccc3c2)C[C@@H]2CC[C@H]1N2C(=O)NC(C)C
50. COC(=O)C1=C(c2ccc(-c3ccccc3)c(F)c2)C[C@@H]2CC[C@H]1N2C(=O)NC1CC1
51. CC(N)C(=O)NC1C2C(=C(O)CC(O)C2O)C(=O)OC1(C)C(Cl)Cl (configuration not stated)
52. Nc1ccc([N+](=O)[O-])cc1
53. O=C1NCCCCC1(Cl)Cl
54. BrCC(Br)(Br)Br
55. COc1cc2c(cc1OC)[C@H]1C(=O)c3ccc4c(c3O[C@H]1CO2)C[C@@H](C(C)(C)O)O4
56. CN1C(=O)C(C)(C2=CCCCC2)C(=O)NC1=S (configuration not stated)
screen / no.,49,50,51,52,53,54,55,56
ANO1 activ,i,i,i,i,i,i,i,i
KCNK3 block,i,i,i,i,i,i,i,i

5 structures already listed, arranged by count of non-hydrogen atoms, rising:
54. BrCC(Br)(Br)Br
53. O=C1NCCCCC1(Cl)Cl
51. CC(N)C(=O)NC1C2C(=C(O)CC(O)C2O)C(=O)OC1(C)C(Cl)Cl (configuration not stated)
55. COc1cc2c(cc1OC)[C@H]1C(=O)c3ccc4c(c3O[C@H]1CO2)C[C@@H](C(C)(C)O)O4
50. COC(=O)C1=C(c2ccc(-c3ccccc3)c(F)c2)C[C@@H]2CC[C@H]1N2C(=O)NC1CC1
screen / no.,54,53,51,55,50
ANO1 activ,i,i,i,i,i
KCNK3 block,i,i,i,i,i

Next records.
57. COC(=O)C1=C(c2ccc(OC)c(OC)c2)C[C@@H]2CC[C@H]1N2C(=O)NCCOc1ccccc1
58. C(=NN1CCCCCC1)c1c[nH]c2ccccc12
59. CC(=O)OC1CCC2(C)C(CCC3C4CC(N5CC5)C(C(C)=O)C4(C)CC(=O)C32)C1 (configuration not stated)
60. COc1ccc2c(c1)NP(=S)(c1ccccc1)N2C (configuration not stated)
61. COC(=O)C1=C(c2c(C)noc2C)C[C@@H]2CC[C@H]1N2C(=O)NC1Cc2ccccc2C1
62. COC(=O)C1=C(c2ccc(-c3ccccc3)c(F)c2)C[C@@H]2CC[C@H]1N2C(=O)N1CCC(O)CC1
63. COC(=O)C1=C(c2ccc(Cl)c(C(F)(F)F)c2)C[C@@H]2CC[C@H]1N2C(=O)NCc1ccc2c(c1)OCO2
64. NCC(=O)c1ccccc1
screen / no.,57,58,59,60,61,62,63,64
ANO1 activ,i,i,i,i,i,i,i,i
KCNK3 block,i,i,i,i,i,i,i,i

65. COC(=O)C1=C(c2ccc(OC(F)(F)F)cc2)C[C@@H]2CC[C@H]1N2C(=O)NCc1cc(C)oc1C(F)(F)F
66. O=[N+]([O-])c1ccc(Cl)cc1
67. COc1cccc2c1N=C1CCCC3CN(C(C)=O)CCC123 (configuration not stated)
68. CCOS(C)(=O)=O
69. COC(=O)C1=C(c2cccc(C#N)c2)C[C@@H]2CC[C@H]1N2C(=O)NCc1ccc(F)cc1
70. CNC(C)Cc1ccccc1 (configuration not stated)
71. CC[C@H](C)/C=C(C)/C=C/C1=CC2=C(Cl)C(=O)[C@](C)(OC(C)=O)C(=O)C2=CO1
72. O=C(O)c1ccc2c(c1)C1C(Cl)C(Sc3ccccc3[N+](=O)[O-])CC1C(c1cccc([N+](=O)[O-])c1)N2 (configuration not stated)
screen / no.,65,66,67,68,69,70,71,72
ANO1 activ,i,i,i,i,i,i,i,i
KCNK3 block,i,i,i,i,i,i,i,i

73. CC[C@H](OC(C)=O)C(C[C@H](C)N(C)C)(c1ccccc1)c1ccccc1
74. CC(C)(C)[C@]1(O)C[C@@H]2OC(=O)C[C@@]23C(=O)O[C@@H]2OC(=O)[C@@H](O)C213 (some centres not stated)
75. COC(=O)C1=C(c2cccc(C#N)c2)C[C@@H]2CC[C@H]1N2C(=O)N1CCc2cc(OC)c(OC)cc2C1
76. COC(=O)C1=C(c2ccccc2OCc2ccccc2)C[C@@H]2CC[C@H]1N2C(=O)NCc1ccc(OC)c(OC)c1
77. COC(=O)C1=C(c2ccc(OC(F)(F)F)cc2)C[C@@H]2CC[C@H]1N2C(=O)NCC1CC1
78. COC(=O)C12CCc3c(ccc4cc(OC)ccc34)C1=CC(=O)C2 (configuration not stated)
79. COC(=O)C1=C(c2cc3ccccc3s2)C[C@@H]2CC[C@H]1N2C
80. COC(=O)C1=C(c2c(C)noc2C)C[C@@H]2CC[C@H]1N2C(=O)NCCCOC(C)C
screen / no.,73,74,75,76,77,78,79,80
ANO1 activ,i,i,i,i,i,i,i,i
KCNK3 block,i,i,i,i,i,i,i,i

81. CC(C)=CCN1CC[C@@]2(C)c3cc(O)ccc3CC1C2C (some centres not stated)
82. Cn1cc(C(=O)OCC(=O)N2CCCC2)c2ccccc21
83. N#CC(Br)Br
84. O=C1NC(=O)N(CCc2ccc(F)cc2)C(=O)/C1=C\C=C\c1ccccc1
85. C[C@]1(O)CCC2C3CC[C@@H]4CC(=O)CC[C@]4(C)C3CC[C@@]21C (some centres not stated)
86. ClCCN(CCCl)c1ccc(C2=NCCc3ccccc32)cc1
87. O=c1ccc2c(O)c3ccoc3cc2o1
88. Cc1[nH]c2ccccc2c1CN1CCCCC1
screen / no.,81,82,83,84,85,86,87,88
ANO1 activ,i,i,i,i,i,i,i,i
KCNK3 block,i,i,i,i,i,i,i,i

89. O=C1NC(=O)C2(CCN(S(=O)(=O)c3ccccc3)CC2)C(=O)N1
90. CC(C)(O)C1C2OC(=O)C1C1(O)CC3OC34C(=O)OC2C14C (configuration not stated)
91. COC(=O)C1=C(c2ccc(F)cc2OCc2ccccc2)C[C@@H]2CC[C@H]1N2C(=O)NCc1ccc(C(C)(C)C)cc1
92. COC(=O)C1=C(c2cccc(C#N)c2)C[C@@H]2CC[C@H]1N2C(=O)N1CCC(O)CC1
93. CN(C)Cc1c[nH]c2ccc([N+](=O)[O-])cc12
94. O=C(Cc1c[nH]c2ccccc12)NNCc1ccc(N(CCCl)CCCl)cc1
95. COC(=O)C1=C(c2cccc(OCc3ccccc3)c2)C[C@@H]2CC[C@H]1N2C(=O)NCCCc1ccccc1
96. CN1CCC23c4c5ccc(O)c4O[C@@H]2[C@H](O)C=CC3C1C5 (some centres not stated)
screen / no.,89,90,91,92,93,94,95,96
ANO1 activ,i,i,i,i,i,i,i,i
KCNK3 block,i,i,i,i,i,i,i,i

97. OCC(Br)CBr (configuration not stated)
98. COC(=O)C1=C(c2ccc(F)cc2F)C[C@@H]2CC[C@H]1N2C(=O)N1CCC(O)(c2ccc(Cl)cc2)CC1
99. C=C1C(C)C2C(Cc3ccccc3)NC(=O)C23OC(=O)/C=C/C(O)CCCC(C)C/C=C/C3C1O (configuration not stated)
100. C#CC1(O)CCC2C3CCC4=CC(=O)CCC4=C3C=CC21C (configuration not stated)
101. CC1(O)CCC2C3CCC4=CC(=O)CCC4(C)C34OC4CC21C (configuration not stated)
102. O=[N+]([O-])c1ccc(C(=Nc2ccccc2)N2CC2)cc1
screen / no.,97,98,99,100,101,102
ANO1 activ,i,i,i,i,i,i
KCNK3 block,i,i,i,i,i,i
